Compound activity (PubChem BioAssay)
ELG1 repair inh: qHTS screen for small molecules that inhibit ELG1-dependent DNA repair in human embryonic kidney (HEK293T) cells expressing luciferase-tagged ELG1; HEK293T ELG1-luciferase reporter, luminescence, 16 h; DNA damage induced by 5-fluorouridine; Potency, µM (series often up to 46.1 µM), for the others: at the top dose activity change, negative = inhibition, actives largely listed as inhibitors; 330,000 tested, 2.3% active; note: potency is the fitted concentration of half-maximal effect; % is set by controls: 0 for no effect and ±100 for the full control effect; nearly all actives have a fitted effect of over 55% in size
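Step one: seed 2,000 cells per well. Step two: pin-transfer compound or DMSO alongside 5-fluorouridine. Step three: incubate 16 hr, 37 °C, 5% CO2. Step four: add ONE-Glo, wait 30 min, read luminescence.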
Chronic BCR inh: qHTS Assay to Find Inhibitors of Chronic Active B-Cell Receptor Signaling; AID 493014, 2011; ABC-DLBCL IkBa-CBG/CBR reporter, luminescence ratio, 4 h; Potency, µM (top dose mostly 46.1 µM), without a hit: at the top dose ratio change, negative = lower green/red ratio, most hits filed as inhibitors; 340,000 tested, 0.05% active; active = well fitted inhibition curve with a large enough effect in the signal ratio, with a control signal flat, not every such curve was filed as active; inconclusive = small, poorly fitted or top-dose-only effect, or effect the other way, or a change in a side signal; the % refers to the signal ratio;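 note: potency is the fitted concentration of half-maximal effect; plate controls were basal doxycycline-induced cells for no effect and cells given 10 µM MG132 for full effect; MG132 reads +100%, hits lower the ratio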
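Doxycycline induced both beetle luciferases in TMD8 lymphoma cells; IKK-driven degradation limits the IkappaBalpha-fused green signal, while red luminescence normalises for cell number and nonspecific effects. Compounds tested up to 46 uM, 4 hrs.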
TSG101-PTAP inh: qHTS Assay for Iinhibitors of HIV-1 Budding by Blocking the Interaction of PTAP/TSG101. Fluorescence polarization, FITC-PTAP peptide / Tsg101 binding. Potency, µM (highest dose often 115 µM), for the others: at the highest dose activity change, negative = inhibition, actives largely listed as inhibitors. 340,000 tested, under 10 active; active = well fitted inhibition curve with a large enough effect in the main read-out, with a control signal flat, not every such curve was filed as active; inconclusive = small, poorly fitted or top-dose-only effect, or effect the other way, or a change in a side signal; inactive = no such curve, though single readings can be large or run the other way; note: potency is the fitted concentration of half-maximal effect; % of control where 0% means no effect
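Fluorescence anisotropy tracks displacement of a FITC-tagged PTAP peptide (50 nM) from the Tsg101 binding domain (10 uM), following a 20 min room-temperature incubation at pH 7.5.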
B2AR arrestin: qHTS assay of beta-arrestin-biased ligands of beta2-adrenergic receptor; beta-arrestin recruitment to beta2AR, cell-based reporter; Potency, µM (doses to about 46.1 µM), for inactives: at the top dose activation, actives largely listed as activators; AID 492947, 2010; Beta-2 adrenergic receptor (Homo sapiens), P07550; 330,000 tested, 0.02% active;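 note: potency is the fitted concentration of half-maximal effect; 0% = DMSO controls and full agonism = EC100 isoproterenol or metaproterenol; nearly all actives have a fitted effect of over 65% in size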
Target sequence (P07550 whole entry, looked up): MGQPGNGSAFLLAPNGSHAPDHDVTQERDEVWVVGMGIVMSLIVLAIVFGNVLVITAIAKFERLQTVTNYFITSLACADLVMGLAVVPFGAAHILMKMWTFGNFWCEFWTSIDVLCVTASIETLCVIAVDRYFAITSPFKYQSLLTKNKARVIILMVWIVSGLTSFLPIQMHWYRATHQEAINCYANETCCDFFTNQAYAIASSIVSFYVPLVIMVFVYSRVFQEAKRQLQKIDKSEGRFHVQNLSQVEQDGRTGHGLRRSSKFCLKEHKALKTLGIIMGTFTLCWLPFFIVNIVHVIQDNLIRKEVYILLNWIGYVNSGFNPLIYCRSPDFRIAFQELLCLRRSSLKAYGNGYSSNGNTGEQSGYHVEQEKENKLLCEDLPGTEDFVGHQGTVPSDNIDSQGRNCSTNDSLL
Mito fusion act: qHTS Assay for Small Molecule Inhibitors of Mitochondrial Division or Activators of Mitochondrial Fusion. AID 485298, 2010. S. cerevisiae fusion-defective mutant growth rescue, CellTiterGlo 48 h. 320,000 tested, 0.23% active. Potency, µM (top dose mostly 46.1 µM), for inactives: at the top dose growth rescue (activation), hits mostly activators;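 note: potency is the fitted concentration of half-maximal effect; % of control where 0% means no effect; nearly all actives have a fitted effect of over 45% in size; temperature-sensitive fusion mutants such as fzo1-1 at 37 °C on non-fermentable ethanol glycerol medium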
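Growth-rescue viability read-out: after 48 h at the non-permissive 37C in glycerol/ethanol YPEG, yeast mitochondrial fusion mutants are measured by CellTiterGlo luminescence; compounds (23 nl pinned per well) restoring growth score as division inhibitors or fusion activators.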
TSHR antagonist: Antagonists of the Thyroid Stimulating Hormone Receptor: HTS campaign; activity change, negative = inhibition, % at 11.5 µM; Thyrotropin receptor (Homo sapiens), P16473; TSHR-expressing cells, TSH-stimulated cAMP HTRF, 2 h; stronger effect = lower value; 330,000 tested, 0.2% active;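 active = activity change below a set negative limit, meaning inhibition stronger than a set level, cut at about -70% in these data; inconclusive = activity change between two set negative limits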; note: % is set by controls: 0 for no effect and ±100 for the full control effect
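Freshly harvested TSHR cells receive pin-tooled compound, then EC80 TSH at 4nM final. After 2 hours at 37 deg C, antibody in lysis buffer and cAMP-d2 are added; 30 minutes at ambient temperature precede the HTRF read.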
uPA generation: qHTS for Inhibitors of Cell Surface uPA Generation. cell surface uPA generation assay, qHTS. Potency, µM (top dose mostly 38.3 µM), for the others: at the top dose activity change, negative = inhibition, most hits filed as inhibitors. 330,000 tested, 0.31% active; active = well fitted inhibition curve with a large enough effect; inconclusive = small, poorly fitted or top-dose-only effect; inactive = no such curve, though single readings can be large or run the other way; tested in mouse RAW 264.7 cells; note: potency is the fitted concentration of half-maximal effect; % is set by controls: 0 for no effect and ±100 for the full control effect; nearly all actives have a fitted effect of over 55% in size
USP2a block: qHTS Assay for Inhibitors of Ubiquitin-specific Protease USP2a Using CHOP2 as the Reporter; Ubiquitin carboxyl-terminal hydrolase 2 (Homo sapiens), O75604; USP2 core, Ub-CHOP2 coupled fluorogenic reporter, 485/531; Potency, µM (top dose mostly 38.3 µM), without a hit: at the highest dose activity change, negative = inhibition, hits mostly inhibitors; 330,000 tested, 0.01% active; AID 463254, 2010;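 note: potency is the fitted concentration of half-maximal effect; plate controls were DMSO wells for no effect and full inhibition by NEM control for full effect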
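USP2 core (10nM final) preincubated 30min RT with compound in 20mM Tris-HCl pH 8.0, 2mM CaCl2, 2mM beta-mercaptoethanol, 0.05% CHAPS; 25nM Ub-CHOP2 plus 25nM reporter substrate added, fluorescence (Ex485/Em531) read after 60min.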
TCR activator: Activators of T cell receptors: qHTS campaign; primary human leukocytes, anti-CD3, IL-2 HTRF, 48 h; 330,000 tested, under 10 active; Potency, µM (doses to about 9.22 µM), for the others: at the top dose activation of IL-2 secretion, usual class: activators; note: % of control where 0% means no effect
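Primary human leukocytes were stimulated with a-CD3 beads plus compounds for 48 hr without co-stimulation; secreted IL-2 was quantified by HTRF using a-IL-2-K (europium cryptate) and a-IL-2-d2, excited at 320nm with acceptor emission read at 665nm.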
Tb PFK inh: qHTS Assay to Find Inhibitors of T. brucei phosphofructokinase; ATP-dependent 6-phosphofructokinase (Trypanosoma brucei brucei), O15648; T. brucei PFK, ADP-Glo luminescence; Potency, µM (highest dose often 57.5 µM), for the others: at the top dose activity, negative = inhibition, actives largely listed as inhibitors; 330,000 tested, 0.17% active;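 note: potency is the fitted concentration of half-maximal effect; 0% = uninhibited 1x PFK enzyme wells and -100% = no-enzyme wells; nearly all actives have a fitted effect of over 60% in size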
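Compounds were pin-transferred as a titration series up to 57 uM into substrate buffer (0.5 mM F6P, 0.1 mM ATP, pH 8.0), then 1.25 nM PFK was added and reactions ran 45 min before ADP-Glo detection.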
Eya2 phos inh: qHTS Assay for Inhibitors of the Phosphatase Activity of Eya2; Protein phosphatase EYA2 (Homo sapiens), O00167; recombinant Eya2, OMFP fluorescence dephosphorylation (OMFP is methylfluorescein phosphate); Potency, µM (doses to about 76.9 µM), for inactives: top-dose activity, negative = inhibition, hits mostly inhibitors; 330,000 tested, 0.006% active; note: potency is the fitted concentration of half-maximal effect; % is set by controls: 0 for no effect and ±100 for the full control effect
Target sequence (O00167 whole entry, looked up): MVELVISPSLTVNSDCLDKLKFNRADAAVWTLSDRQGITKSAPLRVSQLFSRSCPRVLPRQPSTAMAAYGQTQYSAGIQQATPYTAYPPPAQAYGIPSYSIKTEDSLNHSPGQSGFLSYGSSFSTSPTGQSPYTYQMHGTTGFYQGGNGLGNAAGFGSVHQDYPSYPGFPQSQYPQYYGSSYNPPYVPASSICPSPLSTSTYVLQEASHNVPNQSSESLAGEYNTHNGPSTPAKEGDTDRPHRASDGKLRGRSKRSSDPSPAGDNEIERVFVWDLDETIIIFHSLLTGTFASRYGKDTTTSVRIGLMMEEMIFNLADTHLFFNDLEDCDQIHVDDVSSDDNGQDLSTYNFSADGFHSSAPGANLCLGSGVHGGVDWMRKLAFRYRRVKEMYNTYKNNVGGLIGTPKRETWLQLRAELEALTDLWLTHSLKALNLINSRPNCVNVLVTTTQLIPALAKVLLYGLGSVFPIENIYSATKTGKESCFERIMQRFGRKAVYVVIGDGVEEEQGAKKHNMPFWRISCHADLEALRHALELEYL
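Eya2 (0.2 uM) preincubated 10 min at ambient with compound, then OMFP substrate added at 50 uM; 10 min reaction in 50 mM HEPES pH 7.5, 50 mM NaCl, 5 uM MgCl2, 0.05% BSA, 1 mM DTT. Fluorescence read at Ex 485/Em 525 nm.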
* marks the source's active call; other numbers are inactive results; ? = inconclusive; . = no result given; [ ] = remark or other dose. Unless noted, calls come from the whole dose curve; as a rule, active = well fitted curve in the direction sought with a large enough effect; inconclusive = small, poorly fitted or top-dose-only effect, or another doubt; inactive = no such curve, though single readings can be large; an effect the other way counts as inactive or inconclusive.

mol	Mito fusion act	Chronic BCR inh	ELG1 repair inh	TSHR antagonist	B2AR arrestin	TCR activator	uPA generation	TSG101-PTAP inh	Eya2 phos inh	Tb PFK inh	USP2a block
CCOC(=O)c1cnc2c(c(C)nn2C)c1Oc1ccc(Cl)cc1	9%	?	?	-2	0.1%	-4%	.	-1%	-34%	-1%	-1%
CCC1(C)Cc2c(sc3nc(SC)n(Cc4ccccc4)c(=O)c23)CO1 (configuration not stated)	7%	?	?	-19	-1.2%	-2%	-1%	-2%	8%	-2%	-1%
C/C(=N/NC(=O)c1ccco1)c1cccc(NC(=O)c2ccc(C)s2)c1	3%	?	3%	-2	-0.3%	-3%[46.1 µM]	?	-5%	3%	1%	1%
COc1cc2cc(CN(CCN3CCCC3)C(=O)Nc3ccccc3Cl)c(=O)[nH]c2cc1OC	2%	-11%	6%	-10	0.4%	0%	2%	-2%	-12%	4%	-1%
CN(C)CCN(Cc1ccccc1)C(=O)[C@H](Cc1ccccc1)N1C(=O)c2ccccc2C1=O	-9%	1%	0%	2	-0.2%	9%	2%	-3%	2%	-6%	1%
Cc1ccc(-c2csc3ncn(CC(=O)O)c(=O)c23)cc1C	3%	0%	-5%	13	0.2%	-12%	-1%	-5%	-4%	0%	3%
CC(NC(=S)NC1CCCCC1)C(c1ccccc1)N1CCOCC1 (configuration not stated)	-9%	0%	0%	10	0.0%	0%	-1%	-10%	-13%	4%	-4%
CCC/C(O)=C1\C(=O)CCCC1=NCCc1c(C)[nH]c2ccc(OC)cc12	6%	?	?	1	0.0%	5%	-1%	1%	1%	-1%	-7%
CCCCC(=O)N(c1ccc(C(=O)O)cc1)c1nc(-c2ccc(Cl)cc2)c(CC)s1	5%	-4%	3%	2	0.2%	7%	-13%	-8%	7%	-3%	0%
COc1ccc(CNC(=O)C2=CC(c3ccc(OC)c(OC)c3)=NS(=O)(=O)N2C)cc1	0%	-6%	-28%	-9	-1.0%	2%	-2%	1%	0%	-2%	2%
Cc1nc(SCc2ccccc2F)c2oc3ccccc3c2n1	5%	7%	?	-14	0.4%	7%	2%	0%	-6%	-11%	-1%
CCN1CCN(C(=O)CN(Cc2ccccc2)S(C)(=O)=O)CC1	0%	4%	4%	-2	0.0%	0%	2%	-7%	17%	0%	3%

Additional entries follow:
mol	Mito fusion act	Chronic BCR inh	ELG1 repair inh	TSHR antagonist	B2AR arrestin	TCR activator	uPA generation	TSG101-PTAP inh	Eya2 phos inh	Tb PFK inh	USP2a block
CC(C)c1ccc(C2N3CC4([N+](=O)[O-])CN2CC([N+](=O)[O-])(C3)C4(C)C)cc1 (configuration not stated)	-3%	?	-2%	2	-1.4%	2%[46.1 µM]	9%	-1%	1%	0%	8%
COc1cccc(CNC(=O)CSc2nc(=O)n(Cc3ccncc3)c3c2CCC3)c1	-9%	?	1%	0	-0.4%	-6%	-2%	-3%	6%	-10%	1%
CCC(=O)N1CCc2cc(S(=O)(=O)CCC(=O)Nc3ccc(OC)cc3)ccc21	0%	-13%	19%	-4	-1.6%	-4%	6%	2%	-11%	-10%	2%
CCCCCC1=NN2C(=O)CC(=O)N=C2S1	-4%	1%	11%	-3	-0.1%	1%	1%	-2%	0%	0%	2%
CC(CNC(=O)c1cc(COc2c(F)cccc2F)on1)c1ccccc1 (configuration not stated)	-4%	1%	10%	-2	-0.7%	-2%	1%	-4%	-14%	0%	0%
COc1cccc(NC(=O)c2ccccc2Oc2ccccc2)c1	6%	12%	4%	-5	-0.8%	8%	-7%	-3%	-5%	-3%	5%
Cc1c(C)n(Cc2ccccc2)c2ccc(C(=O)OCCCN(C)C)cc12	16%	-2%	?	-15	0.1%	1%	0%	1%	0%	0%	-1%
O=C(Cc1ccccc1)c1ccc(Cl)cc1	-3%	?	3%	6	-0.7%	5%	-3%	-4%	-3%	-2%	1%
COc1cc(/C=C/C(=O)N2CCCc3ccccc32)cc(OC)c1OC	19%	-1%	8.2µM*	-4	-1.3%	4%[46.1 µM]	0%	1%	8%	0%	3%
COc1ccc(NC(=O)CNC(=O)Cc2cccc3ccccc23)c(OC)c1	3%	2%	1%	9	-0.2%	1%	3%	-2%	17%	0%	0%
O=C(Cn1nc(-c2ccccc2Cl)ccc1=O)Nc1ccc(Br)cc1	-20%	?	5%	28	0.0%	6%	-2%	24%	-15%	0%	5%
CC(C)(Oc1ccc(Cl)cc1)C(=O)O/N=C(\N)c1ccncc1	-3%	?	14%	-5	-0.7%	2%	2%	-7%	7%	-2%	2%

(continued)
mol	Mito fusion act	Chronic BCR inh	ELG1 repair inh	TSHR antagonist	B2AR arrestin	TCR activator	uPA generation	TSG101-PTAP inh	Eya2 phos inh	Tb PFK inh	USP2a block
CCN1CCN(C(CNS(=O)(=O)c2ccc(C)cc2)c2cccnc2)CC1 (configuration not stated)	0%	1%	18%	12	4.7%	-11%	7%	1%	-5%	0%	0%
O=C(c1cc(COc2ccc(F)cc2F)on1)N1CCSCC1	12%	7%	?	-19	0.3%	0%	-3%	-4%	-7%	0%	2%
O=C(c1sc2ccccc2c1Cl)N(Cc1ccccc1)C1CCS(=O)(=O)C1 (configuration not stated)	5%	?	?	16	-0.3%	1%	4%	-5%	0%	-2%	0%
CCCn1c(N)c(N(CCOC)C(=O)Cc2ccc(S(=O)(=O)N3CCOCC3)s2)c(=O)[nH]c1=O	-5%	10%	4%	11	-0.2%	1%	10%	-9%	-7%	7%	-5%
CCOC(=O)[C@H]1[C@H]2COc3ccc(Cl)cc3[C@@H]2N2C(=O)CN(Cc3ccc(C)cc3)C(=O)[C@@]12C	9%	8%	?	-9	-1.9%	14%	-3%	4%	-11%	3%	2%
COc1cccc(N2C(=O)[C@H]3C(C(=O)c4cnccn4)=NN[C@H]3C2=O)c1	-19%	?	8%	14	-0.3%	3%	0%	-10%	21%	-3%	-1%
CCCCCNC(=O)CCCCn1c(=O)[nH]c2cc(OCC)c(OCC)cc2c1=O	3%	-1%	14%	4	-0.1%	3%	2%	0%	-20%	-1%	-1%
Cc1ccccc1-c1nnn(Cc2cccc(S(=O)(=O)N3CCOCC3)c2)n1	-4%	?	-23%	6	-0.4%	.	?	-8%	1%	2%	-3%
COc1ccccc1NS(=O)(=O)c1ccc(C(=O)NCC2(N(C)C)CCCCC2)cc1	-1%	-10%	6%	-2	0.4%	4%	-8%	0%	-9%	5%	1%
CC(=O)N/C(=C\c1ccccc1)C(=O)OC(C)C(=O)c1ccccc1 (configuration not stated)	8%	?	5%	-2	0.8%	3%	-2%	0%	1%	3%	0%
CCOc1ccc2nc(NCCO)[nH]c2c1	0%	-1%	8%	-5	-0.1%	-1%	-4%	-1%	8%	-1%	0%
COc1ccc(CCN(C)C(=O)CNC(=O)c2ccccc2F)cc1OC	0%	-3%	-17%	-4	0.1%	2%	-4%	2%	4%	6%	8%
Cc1cnc(C(=O)OCC(=O)Nc2cc(S(=O)(=O)N3CCOCC3)ccc2Cl)cn1	.	0%	10%	-1	-0.7%	6%	5%	-2%	6%	1%	-5%
O=C(NNC(=O)c1ccccc1C(F)(F)F)c1csc(N2CCOCC2)n1	0%	0%	2%	3	0.0%	1%	8%	.	-4%	3%	-2%
O=C(COC(=O)c1ccc(O)cc1)Nc1ccc2[nH]c(=O)[nH]c2c1	-1%	-15%	21%	1	0.4%	.	1%	-1%	-2%	?	0%
